From PubChem
TDP2 inh: blocks human TDP2 phosphodiesterase activity | O95551 | recombinant TDP2, T5PNP hydrolysis, p-nitrophenol absorbance 415 nm | inhibition, % at 12.8 µM | hit rate 0.34% among 370,000 | AID 720702;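 active means inhibition above the mean of all tested compounds plus 3 SD, set per campaign, cut at about 25% in these data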;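 further: 0% = DMSO with enzyme and 100% = buffer with substrate but no TDP2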
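System – recombinant human TDP2 · Amount – 120 nM TDP2 per well · Buffer or medium – Mg2+-containing Tris-HCl buffer, pH 7.5 · Reagent – T5PNP substrate, 5 mM · Dosing – 12.8 µM single point, 1% DMSO · Incubation – 2 h at 37 °C · Measured by – epi absorbance · Read-out basis – percent inhibition · Benchmarks – high control without enzyme, low control DMSO plus TDP2 · Repeats – singlicate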
PRMT1 FP inh: blocks human protein arginine methyltransferase 1; recombinant PRMT1, activity-based probe fluorescence polarization; AID 652257; Q99873; inhibition, % at 2.79 µM; hit rate 1.3% among 370,000;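 active means inhibition above about 21% made by adding two undisclosed values, limit read from the data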
Target sequence (Q99873 whole entry, looked up): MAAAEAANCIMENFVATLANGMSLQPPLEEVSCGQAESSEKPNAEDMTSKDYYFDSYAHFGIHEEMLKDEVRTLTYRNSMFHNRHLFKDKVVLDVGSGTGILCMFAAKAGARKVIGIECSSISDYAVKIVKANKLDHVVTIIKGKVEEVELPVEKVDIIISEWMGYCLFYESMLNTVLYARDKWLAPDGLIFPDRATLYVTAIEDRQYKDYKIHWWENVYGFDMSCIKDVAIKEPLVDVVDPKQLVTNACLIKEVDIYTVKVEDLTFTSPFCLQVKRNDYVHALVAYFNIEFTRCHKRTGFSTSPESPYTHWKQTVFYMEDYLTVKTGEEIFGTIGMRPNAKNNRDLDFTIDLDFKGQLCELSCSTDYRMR
DDE Tn7 FP inh: inhibitors of Tn7 peptide binding to human fibrin DD(E); FP displacement of FITC-Tn7 peptide from fibrin DD(E); 0% = median of compound wells per plate; AID 720508; inhibition, % at 8.3 µM; hit rate 0.13% among 370,000;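 active means inhibition above the mean of compounds falling within the control limits plus 3 SD of them, cut at about 14% in these data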;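 further: 0% = plate median of compound wells and 100% = 10 µM Aha-Tn7 peptide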
Target sequence (P02675 whole entry, looked up): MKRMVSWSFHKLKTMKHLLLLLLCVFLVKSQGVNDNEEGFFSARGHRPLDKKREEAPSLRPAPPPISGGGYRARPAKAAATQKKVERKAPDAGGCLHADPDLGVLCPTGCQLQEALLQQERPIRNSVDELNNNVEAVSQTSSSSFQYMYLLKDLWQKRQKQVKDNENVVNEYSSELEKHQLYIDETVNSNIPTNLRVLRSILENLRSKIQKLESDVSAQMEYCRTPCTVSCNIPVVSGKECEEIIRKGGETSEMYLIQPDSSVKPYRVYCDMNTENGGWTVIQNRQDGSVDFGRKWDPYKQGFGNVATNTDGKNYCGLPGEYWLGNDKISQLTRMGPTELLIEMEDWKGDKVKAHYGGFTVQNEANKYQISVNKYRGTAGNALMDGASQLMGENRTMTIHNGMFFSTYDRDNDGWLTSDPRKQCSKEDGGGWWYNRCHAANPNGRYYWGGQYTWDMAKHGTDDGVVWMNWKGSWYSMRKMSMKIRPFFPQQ
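Assay system: Human fibrin DD(E) protein | Medium: Tris buffer with calcium and detergent, pH 7.8 | Reagent: 0.1 µM fluorescent Tn7 | Compound dosing: Single point at 8.3 µM | Times: 10 min preincubation, 3 h with tracer, room temperature | Detection: Fluorescence polarization of the labelled Tn7 tracer | Controls: Aha-Tn7 high control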
Tn6 DDE FP: inhibitors of Tn6 peptide binding to human fibrin DD(E) | P02675 | Fibrin DD(E) TRITC-Tn6 fluorescence polarization displacement | inhibition, % at 8.3 µM | hit rate 0.21% among 370,000 | AID 720509;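 active means inhibition above a per-campaign cutoff: mean of compounds within control limits plus 3 SD, cut at about 15% in these data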;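 further: 0% = median of all compound wells on the plate and 100% = blocking peptide control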
LEDGF integ inh: blocks HIV-1 LEDGF/p75-dependent DNA integration; AID 743269; TR-FRET IN-LEDGF/p75 DNA integration, Eu/Cy5; hit rate 0.64% among 370,000; inhibition, % at 3.7 µM;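 active means inhibition above the screen-wide mean plus 3 SD, cut at about 13% in these data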;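 further: signal is the Cy5 over europium emission ratio at 671 and 618 nm; 0% = plate median of compound wells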
SIAE primary: human SIAE inhibition, primary screen; Q9HAT2; SIAE FP-Rh probe binding, fluorescence polarization; inhibition, % at 9.66 µM; hit rate 0.69% among 370,000; AID 1053197;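 active means inhibition above a cutoff: mean of compounds within the control limits plus 3 SD of those, cut at about 17% in these data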;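 further: 0% = plate median of compound wells and 100% = probe without SIAE protein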
KLK7 zymogen act: activators of human kallikrein-7 zymogen | P49862 | purified proKLK7, EDANS-DABCYL substrate fluorescence; 100% is mature enzyme control, 0% vehicle | activation, % at 7 µM | hit rate 0.9% among 370,000 | AID 652039;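 active means activation above the mean of all tested compounds plus 3 SD, computed per campaign excluding outliers beyond control limits, cut at about 13% in these data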
TCR-CD3 inh: blocks the human TCR-CD3 interaction; inhibition, % at 9.4 µM; TAMRA-labeled TCR probe fluorescence, biochemical; AID 651800; hit rate 0.37% among 360,000; in the data active means inhibition above about 19%;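 further: recombinant mutant TCR 2C K166C tagged with TAMRA read by polarization; 0% = receptor in buffer alone and 100% = receptor with positive control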
UHRF1 binding: human UHRF1 methylated DNA binding inhibitors; Q96T88; UHRF1 binding to methylated oligo, TR-FRET; inhibition, % at 4.4 µM; hit rate 0.75% among 370,000; AID 687016; in the data active means inhibition above about 21%;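 further: UHRF1 SRA domain binding a hemimethylated CpG hairpin DNA probe; 0% = median of test compound wells and 100% = reference inhibitor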
MBD2 DNA inh: inhibitors of human MBD2 binding to methylated oligonucleotide. hit rate 0.31% among 370,000. inhibition, % at 4.4 µM. Q9UBB5. TR-FRET; in the data active means inhibition above about 13%
An asterisk follows results filed as active; . = not tested or not shown.

The line under a structure holds: TDP2 inh, PRMT1 FP inh, DDE Tn7 FP inh, Tn6 DDE FP, LEDGF integ inh, SIAE primary, KLK7 zymogen act, TCR-CD3 inh, UHRF1 binding, MBD2 DNA inh
O=C(NCc1ccc(Cl)cc1)c1cccc2c1C(=O)N(CC1CCCO1)C2 (stereo not given)
 : -10, -2, -3, 2, 3, -2, -0.1, 2, -2, 1
O=c1c2ccccc2n2c(-c3cccc(Cl)c3)nnc2n1Cc1ccccc1
 : -12, 1, -10, -11, 5, -4, -0.5, 7, 1, 1
CC(C)On1c(SC(C)C)nc2ccccc2c1=O
 : 11, 2, 2, -4, -4, -1, -0.1, 0, -1, 2
NC(=O)C1CCN(C(=O)COc2cccc3ccccc23)CC1
 : 1, -4, 4, 10, -3, 12, -0.5, 1, 40*, -2
COC(=O)c1ccccc1NC(=O)CSCC(=O)Nc1ccccc1OC
 : 1, -3, -2, -3, 0, 10, -0.1, 4, 0, 2
O=C1CC(c2ccccc2)CC2=C1C(c1ccccn1)Nc1ccccc1N2 (stereo not given)
 : -6, 0, 1, 3, 3, 1, 0.2, 5, -5, 3
C#CCOCCOCCOCCNc1nc(N2CCN(C(=O)[C@H](CCCN=C(N)N)n3cc(C(N)[C@@H](C)CC)nn3)CC2)nc(N2CCN(C(=O)[C@H](CO)n3cc([C@@H](N)C(C)C)nn3)CC2)n1 (stereo not given in full)
 : 4, 2, 2, 0, -4, 1, 0.8, 0, 0, 2
COC(=O)c1cc(-c2cccc(C#N)c2)c(=O)n2c1CCC2
 : 8, 4, 9, 4, 1, 0, 0.1, ., 4, 4
COc1cc(OC)c(C(=O)Nc2ccncc2)cc1OC
 : 5, -5, -2, 5, 1, -5, -0.2, 0, -1, 6
S=c1[nH]nc(-c2ccco2)n1/N=C/c1ccccc1Cl
 : -14, 8, -1, 0, -4, -4, -0.7, 3, 1, 0
CCN(C(=O)CSc1nnnn1-c1ccccc1)c1c(N)n(Cc2ccccc2)c(=O)[nH]c1=O
 : -7, 15, -1, -1, 0, 6, -0.5, 12, 1, 1
CN1C[C@@H]2C(c3ccc(C(F)(F)F)cc3)C3(c4ccccc4)CC2(C3)[C@H]1c1ccccc1 (stereo not given in full)
 : -11, 2, 4, -2, 2, 2, 0.2, -2, 2, -1
N#Cc1ccc(CN2CCN(C(=O)C3CC(=O)N(c4ccc5c(c4)OCCO5)C3)CC2)cc1 (stereo not given)
 : 0, 0, -4, 2, -2, 11, 0.7, 2, -1, -2
CC(=O)N(C)N(C)c1cc(C)nc(N)n1
 : 2, 0, -6, -2, -1, -4, -0.4, -2, 0, 6
Cc1ccc(CN2CCC=CS2(=O)=O)cc1
 : 1, -2, 5, 9, 2, 2, 0.8, 6, -3, -8
CCCn1c(SCC(=O)NCc2ccccc2Cl)n[nH]c1=O
 : 9, 0, 9, 6, -5, -6, -0.1, 1, 3, 2
O=C(c1ccc(F)cc1F)N1CCN(c2ncccn2)CC1
 : -6, 1, 1, 5, 1, 3, -0.8, 0, 2, 2
Cc1cccc(NC(=S)N2CCCCCC2)c1C
 : -5, -2, -1, -3, 3, 1, -0.2, 4, -2, -4
O=C(NNc1nc(N2CCOCC2)nc(N2CCOCC2)n1)c1ccccc1
 : 1, -1, 1, 1, -1, 4, -0.3, 3, -1, -3
CCOc1ccc(NC(=O)c2ccc(CSc3nnnn3C)cc2)cc1
 : 4, 2, 10, -1, 0, 0, -0.7, -3, 0, 0
COC(=O)C1(C(=O)OC)C[C@H](/C=C/c2ccccc2)N(Cc2ccccc2OC)[C@@H]1c1ccccc1
 : -9, -5, -7, -1, 4, -1, 0.3, 0, 2, -1
COc1ccc(C(=O)NCC2OCCc3ccccc32)cc1 (stereo not given)
 : -4, 1, 3, 1, -3, -8, -0.4, -1, 6, -4
COc1ccc(S(=O)(=O)NNC(=O)Nc2ccc(C)cc2)c(OC)c1
 : -1, 3, -1, 2, -6, 1, 0.0, -4, 2, -1
CC(NC(=O)NC(=O)c1cccc([N+](=O)[O-])c1)C1CC1 (stereo not given)
 : -3, 9, -5, 3, 4, -2, -0.1, -4, 4, 1
CCN(CC(=O)NCc1cccs1)C(=O)c1cccc(S(=O)(=O)NC)c1
 : 6, 0, 0, 2, 1, -1, 0.3, 11, -1, 0
CCC(C)N(C(=O)COC(=O)C1CCN(S(=O)(=O)c2ccc(C)c(C)c2)CC1)C1CCS(=O)(=O)C1 (stereo not given)
 : -1, 2, -2, -7, 4, -1, 0.1, 5, 2, -4
CC(C)NC(=O)COC(=O)c1cncc(Br)c1
 : 2, 0, -6, -3, 0, 0, 0.8, 2, -1, 3
O=C(Nc1ccncc1)c1cc(C2CCCCN2C(=O)CCc2ccccc2)on1 (stereo not given)
 : 2, 3, -3, 15*, 0, 0, -0.1, 0, 0, 4
CCOc1ccc(N(CCC#N)S(=O)(=O)c2ccc(OC)cc2)cc1
 : -3, 0, 8, 2, -2, 5, 0.1, -3, 3, 3
O=S(=O)(NCc1ccccc1)NCc1cccc(C(F)(F)F)c1
 : 4, -4, 3, 0, 3, -4, -0.7, 8, -2, -5
Clc1ccc(-c2nnc(SCc3cn4ccsc4n3)n2CC2CCCO2)cc1 (stereo not given)
 : 4, -3, 0, 6, -2, 0, 0.6, 8, 1, -1
COc1ccc(NC(=O)NN2CCN(C)CC2)cc1OC
 : 6, -2, -3, 0, 0, -1, 0.6, 3, 4, -2
COc1ccc(CC(=O)O/N=C(\N)c2ccncc2)cc1OC
 : -7, -2, -6, 0, 2, -6, 0.1, 3, 0, -2
Cc1ccc(S(=O)(=O)N2CCN(C(=O)C(C)Cn3cncn3)CC2)cc1C (stereo not given)
 : 7, -1, -3, -6, 2, 5, 0.9, 4, -3, -6
CC(C)C[C@H]1CN(CCCC[C@H]2CNC(=O)C(=O)N2CC2CCCCC2)C(=O)C(=O)N1CCc1ccc(O)cc1
 : -10, 0, -1, 1, -5, 3, 0.2, 3, 0, -2
Cc1nc2cc(F)ccc2n1C1CCN(S(=O)(=O)c2ccccc2)CC1
 : -11, -2, -1, -13, 4, -8, 0.5, 3, 4, 2
COC(=O)C1(C)NC(c2ccco2)C2C(=O)N(c3ccc(F)cc3)C(=O)C21 (stereo not given)
 : 0, 3, 5, 8, 0, -3, -0.5, -3, 4, 0
CC(CNS(=O)(=O)c1ccc(Br)cc1)CN(C)C (stereo not given)
 : -7, 2, 4, -1, -9, -3, 0.3, -3, 2, 1
COc1ccccc1C(=O)NNC(=O)C1CCCO1 (stereo not given)
 : 13, 2, -5, 0, 2, 11, 0.6, -4, -1, 2
O=C(CN1C(=O)NC2(CCCC2)C1=O)Nc1ccc(C(F)(F)F)cc1
 : 15, -2, -4, 0, 2, -4, -0.3, 8, 2, 3
c1ccc(-c2csc(-c3ccc(-c4csnn4)cc3)n2)cc1
 : -25, 9, -3, -4, -2, -6, -0.5, -2, 4, 5
O=C1COc2ccc(C(=O)COC(=O)c3sc4ccccc4c3Cl)cc2N1
 : -5, -2, 6, -2, 0, -58, 0.1, 1, 2, 4
Nc1ccccc1Nc1cccc(C(F)(F)F)c1
 : 0, 2, -5, -9, 0, 10, -0.3, -3, -7, 1
CCOC(=O)c1ccc(-n2c(=O)[nH]c3ccccc3c2=O)cc1
 : 5, 0, 6, 7, 1, 2, 0.1, 13, 0, 0
CCOC(=O)c1sc(N)c(C#N)c1COC(=O)C1=COCCO1
 : -8, -1, -3, 0, 3, -13, 0.1, 6, -2, -4
COc1cc(-c2nc3n(n2)C(c2ccncc2)C(C(N)=O)=C(C)N3)cc(OC)c1OC (stereo not given)
 : -16, 0, -10, -4, -2, -6, 0.1, -11, 7, 4
Cn1nnnc1SCc1ccccc1F
 : -5, 4, 1, 2, 4, -3, -0.3, -7, 6, 6
Cc1cc(C(=O)CCC(=O)N2CCN(S(=O)(=O)c3cccs3)CC2)c(C)s1
 : -10, 1, 4, -9, -3, 7, 0.0, 7, -5, -5
COc1ccc(S(=O)(=O)N(C)C)cc1NC(=O)COC(=O)c1nc2nccc(C)n2n1
 : -10, 10, 5, -2, -8, 0, 0.3, -4, 8, 6
O=C(OCC(=O)c1ccc(Cl)s1)c1cnccn1
 : -17, 3, 5, 6, 0, -5, -0.9, -1, 5, 2
CCc1c(C(C)S(=O)(=O)c2ccc(C)cc2)[nH]c(=O)n1-c1ccc(OC(F)(F)F)cc1 (stereo not given)
 : -7, 21, 5, -2, 0, -4, -0.2, 8, -1, -2
NNC(=O)c1ccc(CSc2nc3ccccc3s2)cc1
 : -1, -2, 1, 7, 0, -33, 0.8, 7, -2, -2
CN(C)S(=O)(=O)n1cc(/C=C(\NC(=O)c2ccccc2Cl)C(=O)NCCCn2ccnc2)c2ccccc21
 : 1, -3, 0, 14, 3, 11, -0.2, 5, -3, -4
COC(=O)c1ccc(N2OC3(C)C=CC2CC3)cc1 (stereo not given)
 : 7, 3, 4, -3, -2, -1, -0.1, -9, 1, -8
CCn1c(COc2ccc(C)cc2)nnc1SCC(=O)NNC(=O)c1ccc(OC)cc1
 : 5, -1, -6, -10, 0, -2, 0.2, 2, 3, 1

Some of these compounds in order of length of the SMILES, descending:
The line under a structure holds: TDP2 inh, PRMT1 FP inh, DDE Tn7 FP inh, Tn6 DDE FP, LEDGF integ inh, SIAE primary, KLK7 zymogen act, TCR-CD3 inh, UHRF1 binding, MBD2 DNA inh
CC(C)C[C@H]1CN(CCCC[C@H]2CNC(=O)C(=O)N2CC2CCCCC2)C(=O)C(=O)N1CCc1ccc(O)cc1
 : -10, 0, -1, 1, -5, 3, 0.2, 3, 0, -2
COc1ccc(S(=O)(=O)N(C)C)cc1NC(=O)COC(=O)c1nc2nccc(C)n2n1
 : -10, 10, 5, -2, -8, 0, 0.3, -4, 8, 6
COC(=O)C1(C)NC(c2ccco2)C2C(=O)N(c3ccc(F)cc3)C(=O)C21 (stereo not given)
 : 0, 3, 5, 8, 0, -3, -0.5, -3, 4, 0

Part of the list above, tab-delimited.
Molecule	TDP2 inh	PRMT1 FP inh	DDE Tn7 FP inh	Tn6 DDE FP	LEDGF integ inh	SIAE primary	KLK7 zymogen act	TCR-CD3 inh	UHRF1 binding	MBD2 DNA inh
Cc1nc2cc(F)ccc2n1C1CCN(S(=O)(=O)c2ccccc2)CC1	-11	-2	-1	-13	4	-8	0.5	3	4	2
COC(=O)C1(C)NC(c2ccco2)C2C(=O)N(c3ccc(F)cc3)C(=O)C21 (stereo not given)	0	3	5	8	0	-3	-0.5	-3	4	0
CC(CNS(=O)(=O)c1ccc(Br)cc1)CN(C)C (stereo not given)	-7	2	4	-1	-9	-3	0.3	-3	2	1
COc1ccccc1C(=O)NNC(=O)C1CCCO1 (stereo not given)	13	2	-5	0	2	11	0.6	-4	-1	2
O=C(CN1C(=O)NC2(CCCC2)C1=O)Nc1ccc(C(F)(F)F)cc1	15	-2	-4	0	2	-4	-0.3	8	2	3
c1ccc(-c2csc(-c3ccc(-c4csnn4)cc3)n2)cc1	-25	9	-3	-4	-2	-6	-0.5	-2	4	5
